Screening data as filed in PubChem BioAssay.
D2 ag: agonists of human D2 dopamine receptor; HEK293 T-REx D2 cells, calcium flux agonist mode; activation, % at 2 µM; 340,000 compounds, 0.53% hits; AID 485358;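 active = activation over 3 SD above normal in the single-dose calcium agonist read, cut at about 30% in these data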; also: 0% is about no effect
Target sequence (P14416 whole entry, looked up): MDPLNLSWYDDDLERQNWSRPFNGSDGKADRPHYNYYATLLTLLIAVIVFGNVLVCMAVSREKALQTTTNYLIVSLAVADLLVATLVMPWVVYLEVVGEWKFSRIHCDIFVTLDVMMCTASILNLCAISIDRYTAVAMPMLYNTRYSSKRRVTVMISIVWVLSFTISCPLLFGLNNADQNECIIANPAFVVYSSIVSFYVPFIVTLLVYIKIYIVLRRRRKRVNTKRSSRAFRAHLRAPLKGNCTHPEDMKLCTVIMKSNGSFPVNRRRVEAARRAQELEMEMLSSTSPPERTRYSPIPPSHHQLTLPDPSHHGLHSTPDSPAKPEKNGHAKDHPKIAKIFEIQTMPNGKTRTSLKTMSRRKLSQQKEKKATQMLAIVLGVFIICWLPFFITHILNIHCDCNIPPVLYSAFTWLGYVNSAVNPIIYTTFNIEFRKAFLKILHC
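Agonism is scored from calcium flux in a force-coupled, inducible HEK293 cell line expressing D2, read kinetically for 180 s after compound addition against dopamine controls.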
USP1 inh: inhibitors of human USP1/UAF1 deubiquitinase | O94782 | recombinant USP1/UAF1, Ub-Rhodamine cleavage fluorescence | Potency, µM (series often up to 57.1 µM), inactives show at the top dose activity change, negative = inhibition, actives largely listed as inhibitors | 390,000 compounds, 0.23% hits; also: potency is read from the fitted curve at half-maximal effect; % is scaled to controls: 0 for no effect and ±100 for the full control effect; nearly all actives have a fitted effect of over 60% in size; inactives centre near -12
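1 nM enzyme complex + cpd, 15 min RT; start with Ub-Rho 150nM final; kinetic fluorescence ex 480/em 540, 6 reads q60 s. Buffer 50mM HEPES pH 7.8, 0.5mM EDTA, 0.1 mg/ml BSA, 1mM TCEP, 0.01% Tween-20.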
TrxR1 inh: rat TrxR1 inhibition | O89049 | recombinant rTrxR1, NADPH fluorescence consumption, selenite substrate | Potency, µM (highest dose often 114 µM), for the others: at the highest dose activity change, negative = inhibition, hits mostly inhibitors | 390,000 compounds, 1% hits; also: potency is read from the fitted curve at half-maximal effect; % is scaled to controls: 0 for no effect and ±100 for the full control effect; nearly all actives have a fitted effect of over 65% in size
Target sequence (O89049 whole entry, looked up): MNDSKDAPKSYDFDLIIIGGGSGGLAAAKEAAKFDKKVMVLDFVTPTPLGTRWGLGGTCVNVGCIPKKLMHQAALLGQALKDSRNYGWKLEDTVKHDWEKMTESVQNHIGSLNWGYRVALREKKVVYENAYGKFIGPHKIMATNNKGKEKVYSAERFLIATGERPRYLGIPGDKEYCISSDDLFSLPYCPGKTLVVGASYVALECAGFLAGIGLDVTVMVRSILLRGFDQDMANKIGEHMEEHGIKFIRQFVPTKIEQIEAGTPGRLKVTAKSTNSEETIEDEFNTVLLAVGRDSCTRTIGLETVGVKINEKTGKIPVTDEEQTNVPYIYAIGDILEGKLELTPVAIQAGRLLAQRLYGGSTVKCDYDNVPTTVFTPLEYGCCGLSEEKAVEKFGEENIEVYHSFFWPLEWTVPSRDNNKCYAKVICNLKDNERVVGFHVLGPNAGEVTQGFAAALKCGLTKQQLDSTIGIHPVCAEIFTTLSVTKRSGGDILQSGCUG
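Rat TrxR1 (90 nM in the dispensed reagent) was pre-reduced with 400 uM NADPH for 5 min at room temperature, then incubated with compound for 15 min. After 400 uM selenite was added, NADPH fluorescence (Ex 340/Em 450 nm) was followed for 8 min.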
Pin1 inhibitor: blocks the human prolyl isomerase Pin1; Pin1 FP peptide displacement, HiFluor488, 10 min; Q13526; Potency, µM (series often up to 115 µM), without a hit: top-dose activity, negative = inhibition, hits mostly inhibitors; 390,000 compounds, 0.009% hits; AID 504891; active = well fitted inhibition curve with a large enough effect in the polarisation, with a control signal flat, not every such curve was filed as active; inconclusive = small, poorly fitted or top-dose-only effect, or effect the other way, or a change in a side signal; inactive = no such curve, though single readings can be large or run the other way; the % refers to the polarisation; also: potency is read from the fitted curve at half-maximal effect; % is scaled to controls: 0 for no effect and ±100 for the full control effect
D2 antag: D2 dopamine receptor (human) antagonism; P14416; HEK293 TREx D2 cells, calcium flux, dopamine EC80; inhibition, % at 10 µM; 340,000 compounds, 2% hits; AID 485344; in the data active = inhibition above about 30%; also: 0% is about no effect
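Measurement of antagonist activity uses fluorescent calcium dye in inducible HEK293 T-REx D2 cells: 10 s baseline, compound addition with 180 s read, EC80 dopamine addition with a further 180 s read.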
TRHR enhancer: allosteric enhancers of human TRH receptor; P34981; TRHR cells, fluo-8 calcium fluorescence, EC20 TRH enhancement; AID 493056; enhancement, % at 2 µM; 360,000 compounds, 0.66% hits; in the data active = enhancement above about 30%; also: 0% is about no effect
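Enhancer read-out: after compound pinning and an initial kinetic agonist-mode read, an EC20 of TRH (10 nM final) was injected and fluo-8 calcium signal (Ex 480/Em 530) followed at 1 s/cycle for 100 cycles in TRHR-expressing cells.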
TRHR ag: agonists of human TRH receptor; activation, % at 2 µM; 360,000 compounds, 0.18% hits; TRHR cells, calcium flux fluo-8, FDSS agonist mode; P34981; in the data active = activation above about 30%; also: 0% is about no effect
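Fluo-8-loaded TRHR cells; 10 s baseline, compound added, kinetic Ca2+ fluorescence read 1/s, agonist mode.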
TrxR1 substrate: substrates of rat thioredoxin reductase 1 | 390,000 compounds, 0.01% hits | AID 588456 | O89049 | Potency, µM (titrated, usually from 114 µM), without a hit: top-dose activity change, negative = substrate turnover | purified TrxR1 substrate turnover, NADPH consumption readout; also: potency is read from the fitted curve at half-maximal effect; % is scaled to controls: 0 for no effect and ±100 for the full control effect; nearly all actives have a fitted effect of over 50% in size
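Rat TrxR1, dispensed at 90 nM, was prereduced with 400 uM NADPH (final) for 5 min at ~22 deg C, then incubated with compound 15 min before 400 uM selenite. A first-read NADPH fluorescence drop versus no-compound background flagged substrates.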
IDH1 R132H inh: inhibitors of human mutant IDH1 R132H; O75874; IDH1-R132H enzyme, NADPH consumption, diaphorase/resazurin fluorescence; Potency, µM (titrated, usually from 76.6 µM), without a hit: top-dose activity change, negative = inhibition, hits mostly inhibitors; AID 602179; 390,000 compounds, 0.093% hits; also: potency is read from the fitted curve at half-maximal effect; % is scaled to controls: 0 for no effect and ±100 for the full control effect; nearly all actives have a fitted effect of over 65% in size
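IDH1-R132H (0.5 ug/mL) preincubated 30 min with compound, then NADPH (0.016 mM) and alpha-KG (2 mM) added; 80 min at RT, pH 7.5. Remaining NADPH coupled via diaphorase/resazurin to fluorescence (540/590 nm); concentration-response curves normalized to no-enzyme control.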
An asterisk follows results filed as active; ? = inconclusive; nt = not tested or not shown; & = joins results of further samples; [ ] = another dose, or the depositor's remark. Unless noted, calls follow the shape of the dose curve; as a rule, active = well fitted inhibition curve with a large enough effect; inconclusive = small, poorly fitted or top-dose-only effect; inactive = no such curve, though single readings can be large or run the other way. Some of the compounds tested; count on the stated rates, not on these rows.

Sequence of screens – IDH1 R132H inh	TRHR ag	Pin1 inhibitor	D2 antag	TrxR1 inh	D2 ag	TRHR enhancer	USP1 inh	TrxR1 substrate
COc1cccc(N2CCN(C(=O)Cn3nc(C)n4c(cc5c(OC)cccc54)c3=O)CC2)c1
  0.0%	0.0	-4.9%	nt	-1.4%	1.5	9.0	?	3.4%
O=C(NCC1CCCO1)c1nn2c(c1Cl)NC(c1ccc(F)cc1)CC2C(F)(F)F (configuration not stated)
  18.3%	0.6	12.6%	11.1	-4.5%[57.1 µM]	-0.2	4.1	-3.4%	3.3%[57.1 µM]
Cc1ccc(-n2nnnc2CNC(=O)c2cc(C(F)(F)F)cc(C(F)(F)F)c2)cc1C
  -5.6%	-0.4	?	nt	1.6%[57.1 µM]	-0.4	-1.7	-25.3%	-18.8%[57.1 µM]
Cc1nnc(-c2ccco2)c2cn(-c3cccc(Br)c3)nc12
  5.8%	0.3	81.4%[activator]	-4.9	-1.0%[57.1 µM]	0.9	-4.6	-0.9%	8.5%[57.1 µM]
O=C1NCCOC(=O)[C@H](Cc2ccc(F)cc2)C/C=C\C[C@H]1CC(=O)N(CCO)Cc1ccccc1
  -4.8%	nt	-12.9%	nt	1.8%	nt	nt	-25.8%	2.9%
CCOC(=O)c1cccc(-n2c(-c3ccc(OC)cc3)nc3nc4ccccc4nc32)c1
  nt	0.8	nt	-1.7	nt	0.8	5.6	nt	nt
CCOc1ccc(C(=O)NCCc2cnc[nH]2)cc1OCC
  -4.0%	-0.8	-2.0%	-20.0	12.8%	-0.5	25.6	-16.8%	4.7%
CSc1ccc(S(=O)(=O)NCC(=O)OCC(=O)N2CC(C)CC(C)C2)cc1[N+](=O)[O-] (configuration not stated)
  5.9%	-0.3	?	3.6	-16.5%	-0.1	-9.4	-2.3%	-13.6%
CCCCn1c(CNC(=O)C23CC4CC(CC(C4)C2)C3)nnc1SCC(=O)Nc1ccc(F)cc1
  0.3%	-0.2	-0.3%	nt	19.1%	-0.7	-4.7	-15.2%	2.5%
O=C(c1cc(-c2cccc(Cl)c2)on1)N1CCN(c2ccc(F)cc2)CC1
  -5.0%	0.5	-3.2%	-14.1	17.7%	-0.7	-7.8	-6.4%	3.2%
CC(C)NC(=O)c1ccc2c(=O)n(C3CCCC3)c(=S)[nH]c2c1
  4.7%	-0.3	2.0%	4.7	22.2%	0.0	-5.8	-14.3%	6.3%
O=C(COC(=O)Cc1c(F)cccc1Cl)NC(=O)Nc1ccccc1F
  -3.0%	nt	-2.0%	nt	-1.0%	nt	nt	-9.6%	-4.3%
COC(=O)c1cc2oc(C)cc2n1CC(=O)N(C)c1ccccc1
  0.2%	4.2	-3.4%	-7.6	-8.9%[57.1 µM]	1.6	-1.6	-19.6%	4.5%[57.1 µM]
COc1ccc2[nH]cc(CCNC(=O)Nc3ccccc3C)c2c1
  -15.6%&-16.4%	0.3&0.3	-15.1%&-5.6%	-15.3	16.1%&14.5%	-1.3	-7.6&2.7	-1.4%&-10.8%	0.4%&6.1%
CC(Sc1nnnn1-c1ccc(O)cc1)C(=O)NC1CCCCC1C (configuration not stated)
  6.4%	-0.3	0.3%	1.1	-7.7%	-0.8	-5.4	1.6%	-10.6%
CCOc1cc(C(=O)NC(C)Cc2cccs2)cc(OCC)c1OCC (configuration not stated)
  4.8%	0.2	-2.3%	13.7	15.4%	-1.0	-1.7	-21.8%	1.6%
Cc1ccc2c(c1)NC(=O)C(CC(=O)NCCCN1CCCC1=O)O2 (configuration not stated)
  -10.1%	-0.2	1.6%	8.2	12.9%[57.1 µM]	0.4	-1.1	-2.7%	5.4%[57.1 µM]
CC(=O)c1ccc(OCC(=O)N(CCC2=CCCCC2)c2c(N)n(Cc3ccccc3)c(=O)[nH]c2=O)cc1
  9.7%	0.6	?	-29.8	-4.9%	-0.1	-0.2	-20.1%	-1.2%
COc1cc(OC)c(C(=O)OCC(=O)Nc2cc(C)on2)cc1OC
  2.8%	0.3	1.3%	-7.3	10.8%[57.1 µM]	-0.2	-1.4	-6.9%	5.1%[57.1 µM]
COc1cccc(NC(=O)COc2ccc(C)cc2)c1
  -1.6%	-0.4	1.0%	11.7	-2.9%[57.1 µM]	-0.3	-3.6	0.1%	1.9%[57.1 µM]
CCCOc1ccc(-c2nnn(CC(=O)OCC)n2)cc1
  0.0%	-0.5	-5.0%	4.1	14.8%	0.6	-2.6	-19.8%	5.6%
Cc1nn2c(N3CCOCC3)cc(C(C)(C)C)nc2c1-c1ccc(Cl)cc1
  -2.1%	-0.8	-0.5%	-5.7	-1.9%	-0.7	-2.9	3.5%	20.6%
Cc1nc(NC(C)c2ccccc2)c2oc3ccccc3c2n1 (configuration not stated)
  6.2%	0.0	-1.6%	0.6	2.5%	0.1	3.9	-13.7%	0.5%
O=C1C=C(Nc2cccnc2)c2ccccc2C1=O
  19.3%	nt	5.9%	nt	-26.2%	nt	nt	14.1µM*	-34.6%
COc1ccc(N)cc1-n1c(C)ccc1C
  18.1%	1.3	?	-11.2	?	-0.5	1.4	?	5.6%
O=C(NCC(c1ccco1)N1CCCC1)c1cccc(S(=O)(=O)N2CCOCC2)c1 (configuration not stated)
  -20.4%	0.8	-0.8%	-19.9	-8.8%	-1.1	5.9	1.4%	-2.3%
CC(NC(=O)/C(C#N)=C/c1ccc(Cl)c([N+](=O)[O-])c1)c1ccccc1 (configuration not stated)
  -3.5%	0.8	2.3%	14.9	39.8µM*	3.1	-0.3	-25.3%	-5.1%
Cc1cc(C)nc(-n2nc(C)c(C3(O)C(=O)Nc4ccc(F)cc43)c2N)n1 (configuration not stated)
  4.5%	-0.1	5.9%	1.6	5.9%[57.1 µM]	-0.9	0.2	-2.1%	7.0%[57.1 µM]
Cc1ccc(C(=O)N(CC(C)C)c2nc3ccccc3s2)o1
  6.3%	0.7	0.1%	-15.0	0.9%[57.1 µM]	1.5	4.0	-8.0%	7.7%[57.1 µM]
CC(=O)NC(CCS(C)(=O)=O)C(=O)Nc1cccc(C(C)=O)c1 (configuration not stated)
  1.2%	1.4	5.1%	7.2	?	1.0	-0.6	-21.7%	11.5%

3 of the compounds above, with each value named:
CCOc1cc(C(=O)NC(C)Cc2cccs2)cc(OCC)c1OCC (configuration not stated)
- IDH1 R132H inh: 4.8%
- TRHR ag: 0.2
- Pin1 inhibitor: -2.3%
- D2 antag: 13.7
- TrxR1 inh: 15.4%
- D2 ag: -1.0
- TRHR enhancer: -1.7
- USP1 inh: -21.8%
- TrxR1 substrate: 1.6%

Cc1ccc2c(c1)NC(=O)C(CC(=O)NCCCN1CCCC1=O)O2 (configuration not stated)
- IDH1 R132H inh: -10.1%
- TRHR ag: -0.2
- Pin1 inhibitor: 1.6%
- D2 antag: 8.2
- TrxR1 inh: 12.9%[57.1 µM]
- D2 ag: 0.4
- TRHR enhancer: -1.1
- USP1 inh: -2.7%
- TrxR1 substrate: 5.4%[57.1 µM]

CC(=O)c1ccc(OCC(=O)N(CCC2=CCCCC2)c2c(N)n(Cc3ccccc3)c(=O)[nH]c2=O)cc1
- IDH1 R132H inh: 9.7%
- TRHR ag: 0.6
- Pin1 inhibitor: ?
- D2 antag: -29.8
- TrxR1 inh: -4.9%
- D2 ag: -0.1
- TRHR enhancer: -0.2
- USP1 inh: -20.1%
- TrxR1 substrate: -1.2%

Additional structures:
Sequence of screens – IDH1 R132H inh	TRHR ag	Pin1 inhibitor	D2 antag	TrxR1 inh	D2 ag	TRHR enhancer	USP1 inh	TrxR1 substrate
Cc1ccc(C)c(NC(=S)NCc2cccn2C)c1
  nt	-0.8	nt	5.0	nt	-0.7	0.1	nt	nt
CS(=O)(=O)N(CCc1ccccc1)CC(=O)NCC1CCCO1 (configuration not stated)
  7.9%	-0.6	-4.6%	2.7	-16.8%	-0.2	-1.4	-13.8%	-13.2%
O=C(CSCc1ccc(Cl)cc1)NCCSCc1ccco1
  0.0%	-2.2	7.3%	18.2	-15.3%[57.1 µM]	-1.0	-6.6	-8.4%	4.6%
COCCN1C(=O)c2oc3ccccc3c(=O)c2C1c1cccc(O)c1 (configuration not stated)
  -1.5%	0.6	5.4%	15.0	0.2%[57.1 µM]	0.0	6.8	-11.2%	9.8%[57.1 µM]
CCN1C(=O)NC(c2ccccc2)C1=O (configuration not stated)
  ?	-0.2	4.5%	3.8	17.0%	-0.4	0.2	-18.8%	5.3%
Cc1c(C(C)(C)C)c(C=S)n2ccccc12
  6.5%	0.5	-19.2%	-10.8	?	-1.2	-5.6	?	1.4%
O=C(NCc1ccncc1)c1nc(-c2ccc(C(F)(F)F)cc2)no1
  1.7%	-0.5	-9.0%	3.3	1.4%[57.1 µM]	-0.5	-1.5	-12.6%	5.3%[57.1 µM]
O=C1NC(c2ccccn2)Nc2sc3c(c21)CCC3 (configuration not stated)
  1.2%	0.1	-4.7%	2.8	?	1.5	0.9	-17.7%	-3.1%
COc1ccc(CN2C(=O)c3cccnc3C2Nc2ccc(C)cc2)cc1 (configuration not stated)
  0.4%	-0.6	-5.4%	-2.4	-2.4%	-0.1	-0.2	-5.2%	-3.2%
CC(C)C(=O)NC(c1ccco1)c1ccc2cccnc2c1O (configuration not stated)
  8.2%	0.5	1.7%	-5.4	-0.5%	1.2	6.0	-13.9%	-1.2%
